Source: PubChem BioAssay
PfHsp90 set2: inhibits growth of yeast expressing Plasmodium falciparum Hsp90; S. cerevisiae expressing PfHsp90, BacTiter-Glo ATP, 48 h; yeast lacking PDR1 and PDR3 efflux regulators; hit rate 0.32% among 310,000; inhibition, % at 9.4 µM; AID 504621;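 active means every replicate shows inhibition above about 80%, whatever the replicate mean, limit read from the data; inconclusive means mean inhibition reaches the set limit but some replicate falls short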;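 further: 0% = DMSO neutral controls and 100% = 20 µM radicicol positive controls; yeast relying on Plasmodium falciparum Hsp90 in place of its own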
SR-BI DiI-HDL act: activators of SR-BI mediated HDL lipid uptake; CHO ldlA[mSR-BI] cells, DiI-HDL uptake fluorescence, 3 h; 100 = double the neutral-control signal; activation, % at 12.5 µM; AID 504775; hit rate 0.096% among 320,000;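 active means mean replicate activation of at least 60% and every replicate at or above 60%; inconclusive means mean or all-replicate condition met, but not both; inactive means mean below 60% and not all replicates reaching 60%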;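 further: 0% = median plate neutral-control signal and 100% = twice that signal; values of inactives mirror those of a sister screen read the other way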
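system = CHO ldlA[mSR-BI] cells, LDL receptor-null, SR-BI overexpressing | medium = Ham's F12 with 0.5% BSA, HEPES 25 mM, pH 7.4 | probe or stimulus = DiI-HDL 10 µg/mL | compound dosing = single-point compound dose | incubation = compound exposure 3 h, 37 °C | technique = DiI fluorescence, bottom read | read-out = cell-associated DiI fluorescence as measure of HDL uptake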
Rtt109 Vps75: C. albicans Rtt109 histone acetyltransferase inhibition; Q5AAJ8; inhibition, % at 34.9 µM; purified Rtt109/Vps75, ThioGlo CoA-SH fluorescence, 4 h; hit rate 0.16% among 330,000;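 active means inhibition of at least 50% in every replicate; inconclusive means best replicate reaches 50% inhibition but some replicates fall short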
Target sequence (Q5AAJ8 whole entry, looked up): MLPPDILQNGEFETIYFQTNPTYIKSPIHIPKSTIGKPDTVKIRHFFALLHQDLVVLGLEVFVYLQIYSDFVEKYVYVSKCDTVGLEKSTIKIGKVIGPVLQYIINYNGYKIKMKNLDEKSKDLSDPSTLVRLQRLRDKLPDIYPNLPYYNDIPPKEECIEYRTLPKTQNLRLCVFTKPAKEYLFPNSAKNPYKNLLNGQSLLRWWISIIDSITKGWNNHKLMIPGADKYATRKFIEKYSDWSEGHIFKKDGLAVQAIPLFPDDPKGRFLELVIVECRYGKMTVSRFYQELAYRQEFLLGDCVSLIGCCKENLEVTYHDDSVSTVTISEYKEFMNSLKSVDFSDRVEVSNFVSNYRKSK
dFosB act: activators of mouse delta FosB homodimer | P13346 | purified delta FosB, TAMRA-CDK5 oligo fluorescence polarization; percent of positive-control signal above neutral wells | activation, % at 25 µM | hit rate 0.99% among 340,000 | AID 493131;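 active means mean activation above about 17%, with every replicate also reaching it, limit read from the data, passing the limit was not always enough; inconclusive means only one of the two conditions met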;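 further: fluorescence polarization rise as delta FosB binds a TAMRA Cdk5 AP-1 oligo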
CAL PDZ FP-1: blocks peptide binding to human CAL PDZ domain | Q9HD26 | purified CAL PDZ, TMR-peptide fluorescence polarization, 1 h | inhibition, % at 20 µM | hit rate 0.02% among 330,000 | AID 504414;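 active means highest replicate inhibition of at least 40%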;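 further: plate controls were DMSO neutral control wells for no effect and unlabeled competitor peptide control wells for full effect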
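Control set: unlabelled peptide and DMSO controls / Material: purified CerCALP PDZ construct / Timing: 1 h incubation at room temperature before polarization reading / Doses: 20 µM, one dose / Detection: fluorescence polarization (mP)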
SR-BI DiI inh: mouse SR-BI HDL lipid transfer inhibition; ldlA[mSR-BI] CHO cells, DiI-HDL uptake fluorescence, 3 h; Q61009; inhibition, % at 12.5 µM; AID 488896; hit rate 0.96% among 320,000;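 active means mean replicate inhibition of at least 70% and a set share of replicates each scoring 70 or more; inconclusive means meets just one of the two criteria; inactive means fails both criteria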;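 further: 0% = median of neutral control wells and 100% = median of positive control wells; values of inactives mirror those of a sister screen read the other way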
Target sequence (Q61009 whole entry, looked up): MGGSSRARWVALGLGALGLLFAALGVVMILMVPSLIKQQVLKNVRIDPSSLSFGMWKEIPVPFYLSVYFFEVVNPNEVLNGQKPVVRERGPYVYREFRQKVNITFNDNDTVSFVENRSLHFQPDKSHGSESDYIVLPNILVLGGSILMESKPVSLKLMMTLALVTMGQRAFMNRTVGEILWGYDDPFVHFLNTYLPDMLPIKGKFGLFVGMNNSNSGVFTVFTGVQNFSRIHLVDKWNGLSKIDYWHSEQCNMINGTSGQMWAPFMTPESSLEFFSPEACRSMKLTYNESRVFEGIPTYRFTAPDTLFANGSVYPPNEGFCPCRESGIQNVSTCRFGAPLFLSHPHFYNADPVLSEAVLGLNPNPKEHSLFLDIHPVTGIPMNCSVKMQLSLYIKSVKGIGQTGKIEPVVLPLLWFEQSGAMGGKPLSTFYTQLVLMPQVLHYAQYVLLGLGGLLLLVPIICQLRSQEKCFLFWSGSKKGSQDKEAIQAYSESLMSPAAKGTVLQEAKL
CAL PDZ FP-2: blocks peptide binding to the human CAL PDZ domain | AID 602252 | hit rate 0.92% among 300,000 | Q9HD26 | inhibition, % at 24.9 µM | purified CAL PDZ, TMR-peptide fluorescence polarization, 1 h;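 active means mean inhibition of at least 30% with at least half of replicates also reaching 30%; inconclusive means no clear call, values can overlap the other calls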;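 further: 0% = DMSO neutral control and 100% = excess unlabeled competitor peptide PRC23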
MITF act: MITF TRPM1 promoter activation in melanoma cells; SK-MEL-5 TRPM1-promoter luciferase, 24 h; % of positive control, neutral wells = 0; activation, % at 12.5 µM; hit rate 0.75% among 300,000;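 active means mean activation of at least 80% with every replicate also reaching 80%; inconclusive means mean reaches 80% but some replicate falls short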;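 further: 0% = neutral control wells and 100% = parthenolide positive control wells; values of inactives mirror those of a sister screen read the other way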
PvdQ inh: blocks Pseudomonas aeruginosa PvdQ acylase activity; purified PvdQ acylase, fluorescence plate reader; inhibition, % at 10 µM; hit rate 0.063% among 340,000; in the data active means inhibition above about 30%, passing the limit was not always enough; inconclusive means no clear call, values can overlap the other calls;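 further: 0% = vehicle neutral wells and 100% = reference inhibitor wells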
NSD2 inh: blocks human histone methyltransferase NSD2. AID 743445. hit rate 0.54% among 310,000. inhibition, % at 12.5 µM. O96028. NSD2 peptide methylation, AlphaScreen, 120 min; in the data active means inhibition above about 50%
* = called active by the depositor; ? = inconclusive; / = no result given.

SMILES	PfHsp90 set2	SR-BI DiI-HDL act	Rtt109 Vps75	dFosB act	CAL PDZ FP-1	SR-BI DiI inh	CAL PDZ FP-2	MITF act	PvdQ inh	NSD2 inh
CN(c1ccccc1)S(=O)(=O)c1cccc(NC(=O)C2=NNC(=O)CC2)c1	/	-10	4	8	0.8	10	/	-5	10	-1
CCOc1cccc(/C(O)=C2/C(=O)C(=O)N(CCOC)C2c2ccco2)c1 (configuration not stated)	-72	0	2	-5	0.4	0	/	/	-7	0
CN(C)c1nc(Cl)nc2c1nc(Cl)n2C1CCCCO1 (configuration not stated)	16	14	-6	1	-0.1	-14	-5	1	-13	-1
Nc1nc(Nc2ccc(Cl)cc2)nc2ccccc12	35	10	5	9	-0.9	-10	-2	/	-15	/
Cc1ccc(Nc2nc(-c3ccc(O)cc3O)cs2)nc1	11	-68	2	-4	/	68	-5	24	-10	0
CCSc1nc(N2CCOCC2)c2c(c1C#N)CCCC2	-28	-52	-17	2	-0.8	52	-2	30	-5	-4
CC12C(=O)N(c3cccc(OC(=O)c4ccco4)c3)C(=O)C1C1c3ccccc3C2c2ccccc21 (configuration not stated)	/	7	5	-2	0.4	-7	-1	/	-14	-2
O=[N+]([O-])c1ccc(C(O)CN2CCOCC2)cc1 (configuration not stated)	6	/	-1	2	-3.2	/	-3	-6	-8	/
Cc1nnc(SCC(=O)NNC(=O)c2ccc(Cl)cc2)n1CC1CCCO1 (configuration not stated)	-17	-9	-7	-6	-2.0	9	0	9	1	0
CC(=O)C1=C(NC(=O)c2ccccc2F)C[C@@H]2[C@H]1C2(C)C	-22	17	1	1	0.3	-17	-5	-4	-1	7
CCCc1nnc(SCC(=O)N2CCCCC2C)n1CCOC (configuration not stated)	-22	14	-31	-10	-1.0	-14	3	-10	1	0
CCc1cc(=O)oc2c3c(cc(OCC(=O)Nc4cccnc4)c12)OC(C)(C)CC3	15	-68	-1	-21	-9.4	68	-5	-6	-15	/
CCS(=O)(=O)c1ccc(-c2csc(-c3ccccc3)n2)c(Cl)c1Cl	/	-62	-4	-4	-0.6	62	-4	18	-2	3
C/C(=N/NC(=O)c1ccc2c(c1)OCO2)c1cccc([N+](=O)[O-])c1	11	12	6	0	1.6	-12	-4	126*	-5	-2
NC(=O)[C@@H]1[C@@H]2C(=O)N(c3ccc(F)cc3)C(=O)[C@@H]2[C@H]2C=Cc3ccccc3N21	/	-15	-3	/	/	15	/	/	10	5
COc1ccc(C(=O)N2CCN(c3ncccn3)CC2)cc1[N+](=O)[O-]	-16	3	17	-7	-0.5	-3	-3	/	15	-2
NC(=O)c1cnn(Cc2ccc(Cl)cc2)c1N	/	11	/	2	-2.2	-11	-3	/	-9	2
COc1ccccc1NC(=O)N1CCC(c2nc3cc(C)c(C)cc3[nH]2)CC1	/	-9	-1	-2	-1.7	9	-5	/	-14	-1
O=S(=O)(NCc1ccccc1)[C@@H]1CC2C=CC1C2 (some centres not stated)	-11	19	-27	5	-0.7	-19	1	/	5	/
CCOC(=O)C(=O)NNc1cccc(C)c1C	-4	5	3	2	-0.2	-5	-2	0	14	0
O=C(CNC(=O)C(c1ccccc1)c1ccccc1)N/N=C/c1ccc(O)c([N+](=O)[O-])c1	-17	-1	2	-10	0.3	1	/	-3	7	12
O=c1c2c(-c3cccs3)csc2ncn1/N=C/c1ccccn1	-22	-35	-15	2	0.1	35	-5	5	-10	25
O=C(Cn1cnc2c(oc3ccccc32)c1=O)N1CCN(c2ccccc2)CC1	/	-14	-2	-2	0.4	14	-1	/	1	-7
C=CCOc1ccnc(-c2ccccc2)n1	14	-10	4	-3	-1.3	10	-3	-4	-12	-2
Cc1ccc(-c2c(C)n([O-])c3c([n+]2=O)CCCCC3)o1	/	0	1	-2	/	0	0	/	-15	2

Molecules shown so far with fluorine:
SMILES	PfHsp90 set2	SR-BI DiI-HDL act	Rtt109 Vps75	dFosB act	CAL PDZ FP-1	SR-BI DiI inh	CAL PDZ FP-2	MITF act	PvdQ inh	NSD2 inh
CC(=O)C1=C(NC(=O)c2ccccc2F)C[C@@H]2[C@H]1C2(C)C	-22	17	1	1	0.3	-17	-5	-4	-1	7
NC(=O)[C@@H]1[C@@H]2C(=O)N(c3ccc(F)cc3)C(=O)[C@@H]2[C@H]2C=Cc3ccccc3N21	/	-15	-3	/	/	15	/	/	10	5

Other entries
SMILES	PfHsp90 set2	SR-BI DiI-HDL act	Rtt109 Vps75	dFosB act	CAL PDZ FP-1	SR-BI DiI inh	CAL PDZ FP-2	MITF act	PvdQ inh	NSD2 inh
O=C(NCC(c1cccnc1)N1CCOCC1)c1cccs1 (configuration not stated)	/	11	3	2	-2.5	-11	-4	/	-1	0
COc1ccc(/C=N/NC(=O)c2nc(-c3ccccc3)cc(-c3ccccc3)n2)cc1OC	-9	-67	1	4	-6.3	67	-3	16	-5	-6
O=C(NC(=S)Nc1nc(-c2cccc([N+](=O)[O-])c2)cs1)c1ccccc1Cl	-25	-4	-19	88*	-1.0	4	4	1	-10	-5
Cc1ccccc1NC(=O)c1sc(NC(=O)COc2ccccc2)c(C#N)c1C	-7	-11	-2	16	0.8	11	-8	-9	-1	8
COc1cc(CN2CCN(Cc3c[nH]c4ccccc34)CC2CCO)cc(OC)c1 (configuration not stated)	-13	43	4	3	-1.8	-43	/	/	-3	4
Cc1[nH]n(-c2ccccc2)c(=O)c1/C=C1\C=NN=C1c1ccccc1	3	-4	-14	-16	-0.7	4	-5	/	-10	29
S=C(Nc1ccc(Br)cc1)N1CCN(C2CCCCC2)CC1	/	-4	-5	-2	-0.2	4	-5	-11	5	-2
CC(OC(=O)c1ccc(Cl)c(S(=O)(=O)N2CCc3ccccc32)c1)C(=O)Nc1ncc(Cl)cc1Cl (configuration not stated)	-11	-30	0	-5	0.4	30	-5	5	-12	-2
O=C(CN1C(=O)NC2(CCCC2)C1=O)OCCOc1ccc(Cl)cc1Cl	-20	-20	4	-4	-4.4	20	-2	8	-8	-2
O=C(N/C=C\n1cnc2cc(C(F)(F)F)ccc21)c1ccc([N+](=O)[O-])cc1	-5	-32	-24	-6	-1.7	32	-5	-10	-9	8
N#Cc1ccccc1CN1C(=O)S/C(=C/c2cccn2-c2cccc(C(=O)O)c2)C1=O	0	0	14	-11	-3.2	0	-7	-4	-8	16
O=C(O)c1cccc(S(=O)(=O)N2Cc3ccccc3C2)c1	-9	21	1	1	-1.2	-21	-3	-6	-9	-1
Cc1cccc(CS(=O)(=O)c2ncc(Cl)c(C(=O)NCc3ccc4c(c3)OCO4)n2)c1	-53	2	1	-4	0.1	-2	-3	-61	-10	-1
O=C(c1cccc(-n2cnnn2)c1)N1CCOCC1	-4	-3	0	-7	-1.9	3	0	-6	1	-1
COC(=O)c1[nH]c2cc(C)ccc2c1NC(=O)CN1CCCc2ccccc21	0	-72	-8	5	-1.0	?	1	9	-4	-1
CC(NC(=O)c1ccc(S(=O)(=O)NCc2ccco2)cc1)c1ccc(F)cc1 (configuration not stated)	6	2	7	-4	-0.9	-2	2	-2	-11	-1
O=C(Nc1ccccc1C(F)(F)F)c1cc(-c2cccc(O)c2)on1	/	-5	1	-3	0.4	5	/	68	-3	1
COc1ccc(NC(=O)CC2C(=O)N(c3ccc(OC)cc3)C(=O)N2CCN2CCN(C)CC2)cc1 (configuration not stated)	3	2	9	-4	-0.5	-2	3	9	-16	0
CC(C)C1Nc2c(C(=O)O)cccc2C(Nc2ccccc2C(=O)O)C1(C)C (configuration not stated)	-2	6	15	0	-0.4	-6	6	-13	7	4
CCCS(=O)(=O)Nc1c(C(=O)O)[nH]c2ccccc12	10	16	0	-11	-3.5	-16	-2	-31	-19	6
CCOC(=O)C1CCN(C(=O)COc2ccc(Cl)cc2Cl)CC1	-3	14	0	-8	-1.1	-14	-4	5	-10	-2
CCOC(=O)Cn1nc(C)c(NC(=O)CCc2ccccc2)c1C	13	14	-2	-6	-0.5	-14	0	-7	0	0
Nc1cc(C(F)(F)F)cc2c1SCC(=O)N2	-22	14	3	-6	0.7	-14	-6	-1	-10	-2
C=C(C)CNC(=S)N/N=C/c1ccco1	-6	-7	16	4	0.0	7	-3	4	4	7
CCc1nnc(NC(=O)NC(C)(C)C)s1	7	28	-4	1	0.0	-28	0	19	-22	0
Following part:
SMILES	PfHsp90 set2	SR-BI DiI-HDL act	Rtt109 Vps75	dFosB act	CAL PDZ FP-1	SR-BI DiI inh	CAL PDZ FP-2	MITF act	PvdQ inh	NSD2 inh
CN1CCN(c2ccc(S(=O)(=O)N3CCCCC3)cc2NC(=O)c2ccc(C#N)cc2)CC1	21	3	0	2	-0.1	-3	-5	-7	-13	6
Cc1cc(F)ccc1NCc1ccc([N+](=O)[O-])cc1	15	-5	2	-1	-1.0	5	46*	43	-9	-1
CC(=O)c1cccc(NC(=O)NC2CCCCCCC2)c1	5	-10	-4	-6	-3.1	10	-7	10	-11	-3
Cc1ccc(S(=O)(=O)N2CCN(C(=S)NCC3CCCO3)CC2)cc1 (configuration not stated)	-11	10	9	-2	-0.5	-10	/	6	3	2
Cc1c(NC(=O)COC(=O)/C=C/c2cccc(Br)c2)c(=O)n(-c2ccccc2)n1C	-48	-18	-5	-4	-0.8	18	-4	-1	-8	/
OC(COC(c1ccc(F)cc1)c1ccc(F)cc1)CN1CCc2ccccc2C1 (configuration not stated)	2	10	0	-10	-1.0	-10	-1	0	-12	-1
Cc1nc2c(C)cccn2c(=O)c1NC(=O)c1ccc(Br)o1	/	21	-5	-1	-1.7	-21	-6	-5	1	-2
Cc1cc(=O)n(CC(=O)NC2CC2)c2c1c(C)nn2-c1ccccc1	8	-1	3	-2	-1.6	1	0	18	-13	/
CCC[n+]1c(C)sc2c(OC)ccc(OC)c21	29	17	?	-2	0.0	-17	1	-1	-15	-2
Cc1cc(C)cc(NC(=O)C2C3C=CC4(O3)C2C(=O)N(CCCN2CCCC2)C4C(=O)NC2CCCC(C)C2C)c1 (configuration not stated)	-20	/	5	2	-1.3	/	-2	/	-12	50*
CCN(CC)c1ccc2c(C)c(Cl)c(=O)oc2c1	12	-13	/	-15	0.7	13	-2	2	22	-10
CN1CCN(S(=O)(=O)c2ccc(Br)c3nsnc23)CC1	/	-4	4	5	-0.8	4	-2	-11	8	5
CCN(CC)C(=O)C1CCCN(Cc2sccc2C)C1 (configuration not stated)	7	20	-1	2	-0.2	-20	2	-2	-2	0
CCn1nnc2cc(C(=O)Nc3cc(OC)cc(OC)c3)ccc21	10	-63	-2	-10	-2.8	63	4	60	-6	0
CCCCN1C2CCCC1CC(NC(=O)c1cccc(Cl)c1)C2 (configuration not stated)	4	12	-1	-2	-0.5	-12	3	/	-4	18
